OX1R FRET antag – antagonists of human orexin 1 receptor (OX1R); O43613; OX1R-expressing cells, FRET antagonist read-out; inhibition, % at 6.6 µM; 1.8% of 330,000 active; in the data active = inhibition mostly above about 38%, no sharp cut-off; inactive = mostly below about 40%;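 also: 0% = agonist challenge alone and 100% = reference antagonist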
Target sequence (O43613 whole entry, looked up): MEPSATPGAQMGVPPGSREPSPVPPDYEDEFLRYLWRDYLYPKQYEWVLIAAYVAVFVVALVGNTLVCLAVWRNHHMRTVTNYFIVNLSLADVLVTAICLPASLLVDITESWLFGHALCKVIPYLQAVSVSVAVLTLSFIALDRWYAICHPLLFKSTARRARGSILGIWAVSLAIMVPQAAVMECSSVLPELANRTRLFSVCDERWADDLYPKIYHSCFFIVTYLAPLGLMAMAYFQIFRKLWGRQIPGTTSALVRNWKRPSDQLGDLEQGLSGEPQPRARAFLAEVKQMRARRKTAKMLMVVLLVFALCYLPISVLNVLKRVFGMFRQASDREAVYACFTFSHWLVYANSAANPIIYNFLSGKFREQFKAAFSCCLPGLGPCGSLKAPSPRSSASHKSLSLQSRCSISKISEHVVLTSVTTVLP
STK33 inh – blocks human STK33 kinase activity. inhibition, % at 10 µM. 0.073% of 320,000 active. purified STK33, MBP phosphorylation, ADP-Glo luminescence. Q9BYT3. AID 2661;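 active = inhibition at or above 25%, using the most active replicate where run in duplicate; inactive = inhibition below 25%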
Target sequence (Q9BYT3 whole entry, looked up): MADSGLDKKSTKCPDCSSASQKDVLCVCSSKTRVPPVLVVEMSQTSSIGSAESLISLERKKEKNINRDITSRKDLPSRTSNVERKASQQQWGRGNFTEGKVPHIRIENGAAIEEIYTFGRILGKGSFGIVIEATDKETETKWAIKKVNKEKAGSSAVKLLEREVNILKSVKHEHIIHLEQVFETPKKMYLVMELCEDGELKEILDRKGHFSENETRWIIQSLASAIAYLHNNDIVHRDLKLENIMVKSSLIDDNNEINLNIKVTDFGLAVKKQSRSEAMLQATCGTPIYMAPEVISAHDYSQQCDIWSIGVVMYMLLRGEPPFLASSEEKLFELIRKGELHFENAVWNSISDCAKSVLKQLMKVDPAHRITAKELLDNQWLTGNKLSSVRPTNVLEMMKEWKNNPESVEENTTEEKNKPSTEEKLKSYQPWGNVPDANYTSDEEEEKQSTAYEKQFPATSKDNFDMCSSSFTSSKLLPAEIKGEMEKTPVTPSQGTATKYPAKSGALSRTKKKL
* hit, by the source's call; nt = not tested or not shown. An unsorted share of the library (roughly 1.8% active in at least one column).

SMILES | OX1R FRET antag | STK33 inh
Cc1onc(-c2c(Cl)cccc2Cl)c1NC(=O)NNc1ccccn1 | 2.9 | -1.9
COc1cc(NC(=O)c2cccnc2SC)cc(OC)c1 | 13.3 | -1.2
Fc1ccc(COc2ccccc2C(=S)N2CCCC2)cc1 | 8.4 | 0.3
CN(Cc1ccccc1)C(=O)c1ccc(NC(=O)Cc2cccc(NC(=O)C3CCCN(C(=O)CCc4ccccc4)C3)c2)cc1 (stereo not drawn) | 18.0 | -0.5
O=C1CSc2ccc(S(=O)(=O)N3CCN(c4ccccc4)CC3)cc2N1 | 10.8 | -1.1
COc1ccc(C(=O)C2CCCN(Cc3ccc4c(c3)OCCO4)C2)cc1F (stereo not drawn) | 21.7 | 0.2
c1cc(-n2cnnn2)ccc1NC1=NCCC1 | 6.8 | 0.1
COc1ccc(/C=N/Nc2cc(C)nc(N3CCOCC3)n2)cc1 | 2.3 | -2.7
Nc1nc(C2C(=O)CCCC2=O)cs1 | 6.2 | -3.9
NC(=O)[C@@H]1CCCN1C(=O)c1cc(COc2ccc(F)cc2F)on1 | -4.5 | 0.3
CCCCNC(=O)N1CCC(CCC(=O)N(C)Cc2ccccc2)CC1 | 7.8 | -1.8
COc1ccc2c(=O)c(N3C(=O)c4ccccc4C3=O)c(C)oc2c1 | 10.7 | -1.1
COc1cccc(NC(=O)[C@@H]2CCC(=O)N2C2OC(=O)c3ccccc32)c1 (stereo partly drawn) | 12.9 | -0.9
Cc1cccc(S(=O)(=O)NCCc2cn3ccccc3n2)c1 | 12.1 | 0.1
CN(C)S(=O)(=O)N1CCC(Oc2ccc(C(=O)NC3CCOC(C)(C)C3)cc2)CC1 (stereo not drawn) | 8.1 | -0.6
O=C(Cc1c[nH]c2ccccc12)N/N=C/c1cccc(F)c1 | 7.1 | -0.5
COc1ccccc1C1=NN(C(=O)c2ccccc2)C(c2ccc(Br)cc2)C1 (stereo not drawn) | 5.3 | -0.8
CN1CCCN(C(=O)c2cccc(Cl)c2)CC1 | 8.4 | -1.0
Cc1cccc(C)c1OCc1cc(C(=O)N2CCCCCCC2)no1 | 29.0 | -0.7
CCCC(=O)Nc1ccc(S(=O)(=O)N2CCC(c3nc4ccccc4[nH]3)CC2)cc1 | 14.9 | -1.7
Cc1cccc(NC(=O)Nc2ccncc2)c1 | -1.3 | 4.3
O=C(CN1CCN(S(=O)(=O)c2cccc(Cl)c2)CC1)N1CCCCC1 | -4.0 | -1.1
O=C(CSc1nccc(=O)[nH]1)Nc1cc(C(F)(F)F)ccc1N1CCOCC1 | 14.1 | 9.5
CCOc1ccc(Cc2n[nH]c(=S)n2N)cc1 | 22.0 | -0.6
CCN1C(=O)[C@@H]2[C@@H](c3ccc(-c4ccc(OC)cc4)c(OC)c3)N3CCC[C@@]3(C(=O)OC)[C@@H]2C1=O | 11.4 | -0.9
Nc1[nH]n(-c2ccccc2)c(=O)c1N=Nc1ccc2ncsc2c1 | 53.0* | 1.1
Cc1ccc(S(=O)(=O)N(CC(O)CN2C(=O)NC(C)(C)C2=O)c2ccccc2)cc1 (stereo not drawn) | 16.2 | 1.0
Cc1ccc(Nc2nc(CSc3n[nH]c(N)n3)cs2)cc1 | 12.8 | -0.8
CCCCSc1nc2[nH]ncc2c(=O)[nH]1 | 8.5 | -1.2
N/C(=N\OC(=O)Cc1ccccc1[N+](=O)[O-])c1ccncc1 | 22.4 | 1.2
Cc1cccc(NC(=O)C2CCN(S(=O)(=O)c3ccc4c(c3)NC(=O)CO4)CC2)c1C | 11.4 | -0.7
Cc1ccc(SCC(=O)NCc2ccc(F)cc2)cc1 | 13.1 | -3.9
O=C(N/N=C/c1ccc([N+](=O)[O-])cc1)c1cc(C2CC2)nc2ccccc12 | 13.1 | 0.6
CCOCCn1c(N2CCN(c3ccc(OC)cc3)CC2)nc2c1c(=O)[nH]c(=O)n2C | 6.1 | 0.9
Cc1ccc(C(=O)NCC(=O)NCC(=O)OCc2ccc(Cl)cc2)cc1 | 8.7 | nt
Cc1occc(=O)c1OCc1ccccc1 | 4.0 | -1.7
Nc1n[nH]c(-c2ccccc2)c1-c1ccccc1 | -2.8 | 1.0
CC(=O)N/C(=C\c1ccccc1)C(=O)NCc1ccc2c(c1)OCO2 | 15.6 | -2.0
COC(=O)c1ccccc1S(=O)(=O)NNC(=O)C12CC3CC(CC(C3)C1)C2 | 6.8 | -0.3
CCCC(C)CO (stereo not drawn) | 3.9 | -1.3
CS(=O)(=O)Cc1cccc(C(=O)NN(c2ccccc2)c2ccccc2)c1 | 4.2 | -1.6
COc1ccc(-c2nc3c(Br)c(N)c(Br)cc3o2)cc1 | 31.6 | -1.5
NC(=O)c1ccc(-c2nnc(Nc3ccc(S(N)(=O)=O)cc3)c3ccccc23)cc1 | 4.4 | 0.1
COC(=O)Nc1nnc(/C=C/c2ccccc2)s1 | 14.5 | -2.1
Oc1cc(O)cc(-c2cc3ccc(O)cc3o2)c1 | 13.2 | 16.8
Cc1ccc(S(=O)(=O)N2C(=O)CCC2C(=O)Nc2ccc3c(c2)OCCO3)cc1 (stereo not drawn) | 8.4 | -2.1
CCC1CCCCN1S(=O)(=O)c1ccc(NC(=O)c2nc(S(C)(=O)=O)ncc2Cl)cc1 (stereo not drawn) | 52.8* | 1.8
CC(=O)c1cccc(-n2nnnc2SCC(=O)Nc2ccccc2N2CCCCC2)c1 | 8.8 | -1.2
CCN(CC(=O)Nc1cc(Cl)ccc1C)C(=O)Cc1ccsc1 | 9.4 | -0.5
CC(C)CCNC(=O)NC(=O)COC(=O)c1cc(S(=O)(=O)N2CCOCC2)ccc1N1CCCCC1 | 16.7 | -1.2
CCOc1cc(/C=N/NC(=O)C(=O)NCc2cccnc2)ccc1O | 10.3 | -1.1
CCC1=NN(C(=O)c2cccc([N+](=O)[O-])c2)C(O)(c2ccc(C)cc2)C1 (stereo not drawn) | 4.4 | -11.5
c1ccc(-c2nc(NCc3cccnc3)c3ccccc3n2)cc1 | 48.5* | 0.3
COc1cc(-c2cc(C(=O)Nc3ccc(N4CCOCC4)cc3)c3ccccc3n2)cc(OC)c1OC | 4.9 | 0.4
CC1CCN(c2nc3c(cc2C#N)COC(C)(C)C3)CC1 | 22.8 | 0.6
CCC(=O)C1=C(N2CCCC2)CC(C)(C)CC1=O | 12.5 | 0.3
O=S(=O)(Cc1ccccc1)N1CCCC(c2nc(-c3ccc(F)cc3)no2)C1 (stereo not drawn) | 6.6 | -0.9
CCOc1ccc(C(=O)NCCN(C)C)cc1 | 10.2 | -0.3
O=C(CSc1ccccc1)NCc1cccnc1 | 7.1 | 0.3
CCCCn1c(N)c(N(CCC(C)C)C(=O)c2cc(CC)c(C)s2)c(=O)[nH]c1=O | 28.7 | -0.5

Remaining list, next part:
SMILES | OX1R FRET antag | STK33 inh
O=C1CCC(=O)N1OCCCCOc1ccccc1 | 5.8 | -0.2
CC(=O)N1CCN(C(=O)c2cc(S(=O)(=O)NCc3ccccc3)ccc2C)CC1 | -4.8 | 0.2
Cc1cccc(Nc2nc3c(S(=O)(=O)c4ccccc4)nnn3c3ccccc23)c1 | 10.9 | -2.1
CCC(C)Oc1nc2c(c(=O)n(C)c(=O)n2C)n1C (stereo not drawn) | 18.7 | 0.8
CC(=O)N(C)c1ccc(N=Nc2c(C)[nH]n(-c3ccccc3)c2=O)cc1 | 1.4 | 0.6
O=C(N/N=C/CCc1ccccc1)c1ccccc1 | 25.2 | -1.3
COc1ccc(Br)cc1CNC(=O)Cc1cccs1 | nt | -2.9
Cc1cccc2nc(CSC(=N)N)c(Br)n12 | 21.2 | -0.8
COc1ccc2[nH]c(C(=O)O)c(NS(=O)(=O)c3ccc(C)cc3C)c2c1 | 18.5 | 1.1
COCCNC(=O)C(c1ccc(Cl)cc1)N(C(=O)CCC(=O)Nc1ccccn1)C1CCCC1 (stereo not drawn) | 4.1 | -3.6
CCOc1ccccc1N1CCN(CC(O)COc2ccc3c(C)cc(=O)oc3c2)CC1 (stereo not drawn) | 7.2 | -0.1
O=S(=O)(NCC(c1ccccc1)N1CCNCC1)c1ccc(Cl)cc1 (stereo not drawn) | 2.4 | -4.9
CCC(C)n1c(SCC(=O)Nc2ccc3[nH]c(=O)[nH]c3c2)nc2ccccc2c1=O (stereo not drawn) | 13.8 | -1.3
Cc1nc(C)c(-c2ccn(C(=O)NC(C)C)n2)s1 | 15.7 | -0.3
COc1ccccc1-c1noc(-c2ccccc2C(=O)Nc2ccccc2)n1 | 51.6 | -0.2
Cc1cc(C)nc(SCCC(=O)Nc2cccc3ccccc23)n1 | 21.5 | 0.6
COc1ccc(/C=N/NC(=S)Nc2ccccc2)cc1COc1ccccc1F | 11.7 | -1.5
CCNS(=O)(=O)c1ccc(NC(=O)Cn2cc([N+](=O)[O-])cn2)cc1 | 6.5 | -1.8
COc1cc(/C=C2/NC(=O)NC2=O)cc(Br)c1OCc1cccc(C(=O)O)c1 | 15.3 | 0.9
O=C1CCN2C=Nc3cccc4ccc1c2c34 | 91.9* | 8.8
O=C(c1ccco1)N1CCCSC1=Nc1ccccc1 | 7.6 | -1.8
Cc1nn(CC(=O)NCc2ccccc2F)c(C)c1[N+](=O)[O-] | -0.9 | -1.9
COc1ccc2[nH]c(=O)c(CN(Cc3nnnn3Cc3ccco3)C3CCCCC3)cc2c1 | 37.6 | 0.1
Cc1nn(CC(=O)Nc2cccc(S(N)(=O)=O)c2)c(C)c1[N+](=O)[O-] | -2.6 | -2.7
COc1ccc2cc(-c3ccon3)ccc2c1 | -2.8 | 0.4
NCCOc1ccc(C2CCCCC2)cc1 | -1.6 | -1.3
CCOC(=O)c1c(C)[nH]c(C)c1S(=O)(=O)N(C)CC(=O)NCc1ccc(C)cc1 | 14.0 | -0.7
Cc1cc(C)n2nc(C)c(-c3ccccc3)c2n1 | 28.1 | 1.2
CC1CCN(CCCOc2ccc(Cl)cc2Br)CC1 | 17.1 | 8.3
COC(=O)c1ccc(=O)n(CC(=O)c2ccc(Cl)cc2)c1 | 6.9 | -4.7
CCOc1ccccc1NC(=O)CCCc1nc2ccccc2c(=O)[nH]1 | 14.5 | 1.0
C=C1C[C@H](O[C@@H]2O[C@H](CO)[C@@H](O)[C@H](O)[C@H]2O)[C@@H]2[C@H](OC(=O)[C@H]2C)[C@H]2[C@H](C)[C@H](O)C[C@@H]12 | 6.7 | -0.3
COc1ccc(NC(=S)NC(NC(=O)CCl)C(Cl)(Cl)Cl)c([N+](=O)[O-])c1 (stereo not drawn) | 27.9 | 1.0
Clc1cccc(Sc2ccc(-c3ccccn3)s2)c1 | 13.4 | -0.8
CCn1c(SCc2cccc(F)c2)nc2c(c1=O)SCC2 | 17.9 | -0.4
COc1ccc(-c2cc(C(F)(F)F)nc(SCCC(=O)Nc3cc(C)on3)n2)cc1 | 2.9 | 1.1
COc1cc(/C=N/NC(=O)c2cccnc2)ccc1OC(=O)c1cccc(Br)c1 | 20.6 | -1.2
Cc1ccnc(NC(=O)CN2C(=O)c3ccccc3C2=O)c1 | 24.9 | 1.2
CC(c1ccco1)N(C(=O)c1cccc(S(=O)(=O)N(C)C)c1)c1ccccn1 (stereo not drawn) | 6.0 | -0.9
CC(C)C(=O)N1CCN(c2ccccc2NC(=S)NC(=O)Cc2ccccc2)CC1 | 3.4 | -1.3
CCc1ccc(NC(=O)CSc2nnc(C3CC3)n2CC2CCCO2)cc1 (stereo not drawn) | 14.6 | -0.1
O=C(N/N=C/c1coc2ccc(Cl)cc2c1=O)c1cc(O)cc(O)c1 | nt | 6.6
O=c1cc(C23CC4CC(CC(C4)C2)C3)[nH][nH]1 | -0.1 | -2.4
CCOP(=O)(OCC)C(Nc1cccc([N+](=O)[O-])c1)c1ccc(OC)cc1 (stereo not drawn) | 10.8 | -3.0
CCCCn1c(SCc2cccc([N+](=O)[O-])c2)nc2ccsc2c1=O | 30.5 | -1.8
O=C(Nc1ccc(N2CCOCC2)c(Cl)c1)c1cc(F)c(F)cc1Cl | 8.4 | -1.2
NC(=O)CNC(=O)[C@@H]1CC2(CC(c3cccc([N+](=O)[O-])c3)=NO2)CN1C(=O)c1ccccc1 (stereo partly drawn) | 43.8 | 5.6
O=C1CCCC(=NNC(=O)c2cc3ccccc3cc2O)C1 | 3.1 | -0.4
Cc1cccc(CCNC(=O)c2oc3c(C)c(C)ccc3c2C)n1 | 4.7 | 1.6
Cc1c(C(=O)O)sc2nc(CSc3ncc(C(F)(F)F)cc3Cl)[nH]c(=O)c12 | 7.5 | -1.6
CC(=O)c1ccccc1NC(=O)CCCNC(=O)c1ccc(Cl)cc1 | 20.5 | -1.0
O=C(O)CCn1cc(C2CC(c3ccccc3)=NN2c2ccccc2)c(-c2ccccc2)n1 (stereo not drawn) | 28.7 | -0.4
CSc1nnc(SCC(=O)NC(=O)c2ccccc2)s1 | 16.6 | -0.9
COc1ccc(S(=O)(=O)N2CCOC23CCN(C(=O)c2ccc(Cl)cc2Cl)CC3)cc1 | 17.0 | -0.7
CCOc1ccc(-n2c(SCC(=O)NCc3ccco3)nnc2-c2c[nH]c3ccccc23)cc1 | 3.8 | -0.7

Screening data deposited in PubChem by several laboratories.
